Compound activity: PubChem, National Center for Advancing Translational Sciences (NCATS)
EPAC1 agonist – qHTS for Agonist of cAMP-regulated guanine nucleotide exchange factor 3 (EPAC1): primary screen; EPAC1 agonist qHTS, biochemical assay; response scale: 100% = response to 6.5 mM cAMP; Potency, µM (series often up to 154 µM), inactives show at the highest dose activation, usual class: activators; 360,000 tested, 0.073% active; AID 720707, 2013; further: potency means the concentration at half of the fitted maximal effect; nearly all actives have a fitted effect of over 60% in size
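Nucleotide exchange assay: 100 nM EPAC1 with 250 nM Rap1B loaded with BODIPY-GDP and 50 uM GDP, room temperature. Fluorescence (480/540 nm) read every 5 min for 30 min; signal change normalized to 6.5 mM cAMP as full agonist.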
PI5P4Ka inh – qHTS for Inhibitors of phosphatidylinositol 5-phosphate 4-kinase (PI5P4K); Phosphatidylinositol 5-phosphate 4-kinase type-2 alpha (Homo sapiens), P48426; PI5P4Kalpha enzyme, ADP-Glo luminescence, 60 min; hits give low values; max response, %; 330,000 tested, 1.2% active; active means max response of -50% or lower; inconclusive means between -30% and -50%; inactive means -30% or higher; further: value at the top dose of about 77 µM; on the % scale 0 is the no-effect control and ±100 the full control effect
Target sequence (P48426 whole entry, looked up): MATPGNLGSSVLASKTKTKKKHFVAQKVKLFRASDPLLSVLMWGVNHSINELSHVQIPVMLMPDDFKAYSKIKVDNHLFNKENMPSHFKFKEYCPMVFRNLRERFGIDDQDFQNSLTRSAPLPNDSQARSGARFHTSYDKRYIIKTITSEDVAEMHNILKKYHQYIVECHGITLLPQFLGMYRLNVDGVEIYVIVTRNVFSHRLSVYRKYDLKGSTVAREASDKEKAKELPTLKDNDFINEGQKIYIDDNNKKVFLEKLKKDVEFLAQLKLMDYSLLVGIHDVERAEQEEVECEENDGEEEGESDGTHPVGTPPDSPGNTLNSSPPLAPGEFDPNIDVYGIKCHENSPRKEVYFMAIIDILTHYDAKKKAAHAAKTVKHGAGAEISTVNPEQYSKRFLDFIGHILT
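Quantitative HTS of the MLSMR library against PI5P4Kalpha with substrate. ATP added last at 5 microM final; room temperature, 60 minutes. Remaining ATP depleted, ADP converted and read as luminescence.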
EPAC1 antagonist – qHTS for Antagonist of cAMP-regulated guanine nucleotide exchange factor 3 (EPAC1): primary screen. 360,000 tested, 0.14% active. Potency, µM (series often up to 115 µM), inactives show top-dose activity change, negative = inhibition, actives largely listed as inhibitors. Rap guanine nucleotide exchange factor 3 (Homo sapiens), O95398. EPAC1 GEF assay, Rap1b-BODIPY-GDP exchange fluorescence;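 further: potency means the concentration at half of the fitted maximal effect; plate controls were vehicle for no effect and positive control for full effect; nearly all actives have a fitted effect of over 50% in size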
CCT chaperon mod – High-Throughput Screening for Modulators of Cytosolic Chaperonin Activity. purified chaperonin ATPase assay, HTRF ADP detection, 30 min. activity change, % (no concentration beside the values), hits read low. 360,000 tested, 0.3% active. AID 651819, 2012; in the data active means activity change below about -30%; further: on the % scale 0 is the no-effect control and ±100 the full control effect
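Nucleotide hydrolysis assay: TRiC at 20–40 nM final (set by batch activity) with 10 uM ATP, 30 min at 37 °C, in presence of 76 uM compound. Detection by competitive ADP HTRF, 30 min ambient.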
EPAC2 antagonist – qHTS for Antagonist of cAMP-regulated guanine nucleotide exchange factor 2 (EPAC2): primary screen | Potency, µM (series often up to 114 µM), for the others: at the top dose activity, negative = inhibition, actives largely listed as inhibitors | 360,000 tested, 0.18% active | AID 720708, 2013 | EPAC2 GEF exchange of Rap1B-BODIPY-GDP, fluorescence; further: potency means the concentration at half of the fitted maximal effect; on the % scale 0 is the no-effect control and ±100 the full control effect; nearly all actives have a fitted effect of over 45% in size; many of its hits are not listed in these tables
WRN inhibitor – qHTS for Inhibitors of WRN Helicase | Bifunctional 3'-5' exonuclease/ATP-dependent helicase WRN (Homo sapiens), Q14191 | WRN helicase unwinding, fluorescent forked duplex, kinetic | Potency, µM (series often up to 114 µM), for inactives: at the top dose activity change, negative = inhibition, usual class: inhibitors | 360,000 tested, 0.46% active | AID 651768, 2012; further: potency means the concentration at half of the fitted maximal effect; on the % scale 0 is the no-effect control and ±100 the full control effect; nearly all actives have a fitted effect of over 55% in size
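Primary qHTS, 1536-well format. 20 nM WRN + compound, 15 min RT; start with 100 nM forked fluorophore/quencher duplex, 2 mM ATP (final); kinetic read ex 525/em 598 nm.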
Mm-Cpn inhibitor – Inhibitors of TCP-1 ring complex (TRiC) of Methanococcus maripaludis (MmCpn): qHTS; Potency, µM (top dose mostly 76.9 µM), for inactives: at the top dose activity, negative = inhibition, actives largely listed as inhibitors; Chaperonin Mm-Cpn (Methanococcus maripaludis); 330,000 tested, 0.031% active; purified Mm-Cpn ATPase, ADP Transcreener TR-FRET; further: potency means the concentration at half of the fitted maximal effect; on the % scale 0 is the no-effect control and ±100 the full control effect; nearly all actives have a fitted effect of over 80% in size
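Compound-treated chaperonin, 25 nM final, turns over 10 uM ATP at 37°C for 30 min following a 10 min preincubation; ADP generated competes with ADP-d2 for Eu-cryptate antibody, lowering FRET.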
PLK1 PBD inh – qHTS for Inhibitors of PLK1-PDB (polo-like kinase 1 - polo-box domain): Primary Screen; Serine/threonine-protein kinase PLK1 (Homo sapiens), P53350; Potency, µM, inactives show max response, negative = inhibition, hits mostly inhibitors; Plk1 PBD binding of FITC phosphopeptide, fluorescence polarization; 360,000 tested, 2.8% active; further: potency means the concentration at half of the fitted maximal effect; series mostly up to about 57 µM; on the % scale 0 is the no-effect control and ±100 the full control effect; nearly all actives have a fitted effect of over 65% in size
Target sequence (P53350 whole entry, looked up, the tested form may be a part): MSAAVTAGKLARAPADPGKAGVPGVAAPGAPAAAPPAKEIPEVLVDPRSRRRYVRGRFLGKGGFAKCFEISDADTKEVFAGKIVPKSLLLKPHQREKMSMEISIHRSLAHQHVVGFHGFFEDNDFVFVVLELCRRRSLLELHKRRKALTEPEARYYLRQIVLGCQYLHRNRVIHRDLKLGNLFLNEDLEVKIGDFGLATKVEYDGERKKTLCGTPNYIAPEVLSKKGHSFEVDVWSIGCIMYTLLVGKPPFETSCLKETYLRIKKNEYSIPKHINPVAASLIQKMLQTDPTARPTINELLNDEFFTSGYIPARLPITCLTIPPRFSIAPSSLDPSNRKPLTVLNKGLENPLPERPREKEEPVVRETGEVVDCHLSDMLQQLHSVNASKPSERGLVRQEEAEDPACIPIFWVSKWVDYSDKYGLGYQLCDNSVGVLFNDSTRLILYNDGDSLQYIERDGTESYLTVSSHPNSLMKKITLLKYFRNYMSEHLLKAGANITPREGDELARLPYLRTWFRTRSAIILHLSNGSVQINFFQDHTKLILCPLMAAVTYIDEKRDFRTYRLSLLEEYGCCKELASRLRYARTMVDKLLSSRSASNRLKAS
Starred values were filed as active, the others as inactive; u = inconclusive; x = not tested or not shown; [ ] = another dose, or the depositor's remark. Unless noted, the call rests on the fitted dose curve; in most records, active means well fitted curve in the direction sought with a large enough effect; inconclusive means small, poorly fitted or top-dose-only effect, or another doubt; inactive means no such curve, though single readings can be large; an effect the other way counts as inactive or inconclusive. These rows are one share of the data (hit frequency here may not be typical).

SMILES	EPAC1 agonist	PI5P4Ka inh	EPAC1 antagonist	CCT chaperon mod	EPAC2 antagonist	WRN inhibitor	Mm-Cpn inhibitor	PLK1 PBD inh
CCCCN1C(=O)NC(=O)C2(Cc3ccccc3N3CCOCC32)C1=O (centres undefined)	-3%	8	3%	-1.4	9%	-14%	-2%	u
O=P(Oc1ccccc1)(Oc1ccccc1)C(O)c1ccc(Cl)cc1 (centres undefined)	-11%	5	-12%	1.2	-1%	0%	-3%	-9%
COC(=O)C1=C(c2cccc(C#N)c2)C[C@@H]2CC[C@H]1N2C(=O)NCc1ccco1	-13%	0	0%	-0.7	2%	2%	2%	-7%
COc1ccc(-n2nnnc2C(c2ccnc3ccccc23)N2CCC(n3c(=O)[nH]c4ccccc43)CC2)cc1 (centres undefined)	6%	1	3%	-5.7	u	1%	x	2%
O=C(O)c1ccc(-[n+]2c(-c3ccccc3)cc(-c3ccccc3)cc2-c2ccccc2)cc1	9%	-1	-4%	-0.7	14%	7%	-1%	-22%
CCc1cccc(CC)c1NC(=S)N1CC2CC(C1)c1cccc(=O)n1C2 (centres undefined)	6%	-4	4%	1.3	6%	2%	-1%	-6%
COc1cccc(-n2c(CN3CCN(C)CC3)nc3ccc([N+](=O)[O-])cc3c2=O)c1	-4%	0	-9%	-0.7	-7%	-6%	-1%	-7%
Cc1cc(OCC(=O)N2CCCN(C)CC2)ccc1Cl	6%	3	1%	1.2	-9%	-2%	0%	5%
COc1ccc(C(C)=O)cc1CC(C(=O)c1ccc(C)c(C)c1)N(C)C (centres undefined)	-10%	4	-11%	1.1	-3%	6%	0%	-6%
CC[n+]1c(/C=C/C=C/c2ccc(N(C)C)cc2)sc2ccccc21	-9%	u	u	1.2	u	56µM*	u	0%
c1ccc2c(c1)cc1ccc3cccc4ccc2c1c34	6%	1	-13%	-0.6	2%	-22%	x	-2%
C#CCOc1ccc(OC)cc1C(c1c(C)[nH][nH]c1=O)c1c(C)[nH][nH]c1=O	2%	-3	-8%	1.3	3%	-6%	1%	21µM*
Cc1cc(Br)c(NC(=O)CN2CC=C(c3ccccc3)CC2)c(Br)c1	12%	-3	-4%	-1.7	-8%	-7%	-2%	-12%
CC(Cc1ccsc1)NCc1cn[nH]c1-c1ccc(F)cc1F (centres undefined)	4%	-2	2%	-1.3	2%	3%	-1%	5%
O=C1CN=C(c2ccccc2)c2cc(Cl)ccc2N1	-17%	3	-15%	0.1	13%	-7%	-1%	-14%
CN1CCC2(CC1)NC(=O)C1=C(CN(C)CC1)N2	-11%	2	5%	0.2	18%	11%	0%	-4%
O=C(Cn1c(=O)n(CC2CS2)c2ccccc21)N1CCCCC1 (centres undefined)	4%	4	1%	1.3	-2%	-28%	5%	-6%
CN1OC[C@@H]2CN[C@H](c3ccc(Br)cc3)C[C@@H]21	6%	-4	11%	-2.1	5%	-1%	x	-7%
CC(C)CCP(=O)(O)c1ccccc1	1%	x	0%	-0.8	7%	-2%	2%	-4%
COc1cc(N2CCOCC2)ccc1C=C1C(=O)NC(=O)NC1=O	14%	-6	-2%	2.1	4%	-25%[57.1 µM]	-12%	-9%
CCS(=O)(=O)N1N=C(c2cccc(NS(C)(=O)=O)c2)CC1c1ccccc1 (centres undefined)	3%	5	-9%	-3.0	25%	50µM*	3%	88%[activator]
Cc1ccc(C2N3CCCN23)cc1 (centres undefined)	13%	-1	-14%	0.5	1%	5%	-1%	-8%
O=c1c2ccccc2c(C=Nc2ccc(O)cc2)c(O)n1Cc1ccccc1	-108%[inhibitor]	14	u	0.5	-15%	-15%	-3%	0%
N#Cc1ccc(NC(=S)N2Cc3ccccc3-n3nncc3C2)cc1	-12%	0	6%	-2.1	2%	4%	x	-1%
Cn1cc(C(=O)OCC(=O)Nc2ccccc2)c2ccccc21	21%	1	-8%	0.7	0%	1%	1%	-3%
CCN(CC)C(=O)c1ccc(NC(=O)c2cccc(S(=O)(=O)N3CCN(Cc4ccccc4)CC3)c2)cc1	-1%	-1	-10%	-1.2	-5%	5%	-1%	-4%
CC(C)(C)[C@]1(O)C[C@@H]2OC(=O)C[C@@]23C(=O)O[C@@H]2OC(=O)[C@H](O)[C@]213	-2%	8	-9%	0.3	8%	-3%	-2%	1%
N#CC1(c2ccccc2)CCN(C2CC(=O)N(c3ccc4c(c3)OCO4)C2=O)CC1 (centres undefined)	2%	-2	4%	0.5	9%[57.1 µM]	10%	-1%	-9%
CCN(CC)S(=O)(=O)c1ccc(C)c(NCC(=O)Nc2ccc(C#N)c(Cl)c2)c1	-3%	2	-15%	1.2	2%	-7%	0%	-6%
COc1ccc(CCN)cc1OC	1%	1	-6%	3.2	-10%	-9%	-2%	-5%
O=C(Cc1ccccc1)N1CCN(C/C=C/c2ccccc2)CC1	25%	2	-18%	-2.7	-6%	-6%	-2%	-8%
COc1cc2c(cc1OC)C1C(=O)c3ccc4c(c3OC1CO2)CC(C(C)C)O4 (centres undefined)	14%	4	u	-1.8	u	-13%	x	4%
O=C1NC(=O)N(Cc2ccco2)C(=O)/C1=C/c1cccn1CCOc1ccccc1Cl	-22%	-52*	u	-4.7	14%	u	0%	u
COc1ccc(C(=O)C(Cc2ccccc2)N(C)C)cc1 (centres undefined)	11%	x	5%	-3.1	0%	7%	-6%	-10%
COc1ccc2c(c1OC)C(=O)OC2c1c(O)n(C2CCCCC2)c(=O)[nH]c1=O (centres undefined)	3%	-18	1%	2.6	-8%	-19%	2%	u
O=C(NC1CCCCC1)N1Cc2ccccc2-n2nncc2C1	-1%	3	-9%	-2.5	-12%	-8%	x	-8%
CC1=C(C/C(C)=C/c2ccccc2)/C(=C/CO)[C@H](O)[C@](C)(O)C12CC2	0%	4	-13%	-1.2	-1%	2%	x	-21%
C=CCn1c(O)c(C(CC)=NCCC2=CCCCC2)c(=O)[nH]c1=O	2%	-1	4%	1.0	8%	1%	-2%	-2%
O=C(O)C(O)(c1ccccc1)C1CCCCC1 (centres undefined)	13%	-1	-7%	-3.1	11%	0%	3%	6%
CCCCCCC[n+]1ccc(-c2cc[n+](CCCCCCC)cc2)cc1	x	-6	-15%	-0.7	-1%	-4%	-2%	-9%
CCCNC(=O)N1[C@H]2CC[C@@H]1C(C(=O)OC)=C(c1cc3ccccc3s1)C2	4%	4	-5%	-0.6	-26%	-3%	x	-4%
CC(=O)NC1=C(N2CC2C)C(=O)C(NC(C)=O)=C(N2CC2C)C1=O (centres undefined)	-2%	4	-6%	-0.4	-4%	-19%	x	-5%
Nc1ncnc2c1ccn2[C@@H]1O[C@H](CO)[C@@H](O)[C@H]1O	-30%	3	-22%	0.5	5%	8%	x	1%
CCCCOCCCn1c(N)c(C(=O)OCCOC)c2nc3ccccc3nc21	0%	-1	-26%	1.4	-3%	-31%	-5%	-11%
CSc1ncc(CN2CCCC(C(=O)c3ccccc3SC)C2)cn1 (centres undefined)	5%	3	6%	-1.0	-23%	3%	-1%	-12%
C=CCn1c(O)c(C(C)=NCc2ccc3c(c2)OCO3)c(=O)[nH]c1=O	10%	5	10%	-1.5	0%	0%	1%	0%
Cc1ccc(-n2c(O)c(/C=N/N3CCCCCC3)c(=O)[nH]c2=O)cc1C	8%	6	5%	-1.3	-3%	-6%	-1%	-4%
COc1ccc(OCC(=O)N2CCN(Cc3ccc4c(c3)OCO4)CC2)cc1	-2%	7	-13%	1.0	-4%	-5%	1%	-17%
N#CC1c2ccccc2-n2nncc2CN1C(=O)c1ccccc1F (centres undefined)	-3%	-8	19%	-1.0	16%	6%	x	-1%
Cc1ccc(C)c(NC2=NCCCS2)c1	2%	-3	13%	2.3	17%[57.1 µM]	-5%	0%	-9%
CC(Cc1ccccc1)[n+]1cc(/N=C(\N)[O-])on1 (centres undefined)	1%	-1	-1%	-1.7	-5%	-11%	-1%	-10%
c1ccc(CNC2CN3CCC2CC3)cc1 (centres undefined)	3%	5	13%	-0.5	20%	4%	x	1%
C1=C(c2c[nH]c3ccccc23)CCN(Cc2ccccc2)C1	0%	1	11%	-1.5	-1%	-5%	-2%	5%
CCCCn1c(=O)c(C=Nc2ccc(Cl)cc2)c(O)n(Cc2ccco2)c1=O	1%	-4	-11%	0.0	7%	-6%	u	4%
COC(=O)C1=C(c2c(C)noc2C)C[C@@H]2CC[C@H]1N2C(=O)NCCOc1ccccc1Cl	-14%	2	17%	-1.5	7%	9%	1%	3%
COC(=O)C1=C(c2ccc(S(C)(=O)=O)cc2)C[C@@H]2CC[C@H]1N2C(=O)NCc1ccccc1	-14%	1	2%	-2.9	11%	-2%	x	-7%
CC(=O)Nc1nc(CCl)cs1	-2%	u	9%	0.3	2%	-14%	0%	-23%

Entries from the list above that contain a cyano group:
SMILES	EPAC1 agonist	PI5P4Ka inh	EPAC1 antagonist	CCT chaperon mod	EPAC2 antagonist	WRN inhibitor	Mm-Cpn inhibitor	PLK1 PBD inh
COC(=O)C1=C(c2cccc(C#N)c2)C[C@@H]2CC[C@H]1N2C(=O)NCc1ccco1	-13%	0	0%	-0.7	2%	2%	2%	-7%
N#Cc1ccc(NC(=S)N2Cc3ccccc3-n3nncc3C2)cc1	-12%	0	6%	-2.1	2%	4%	x	-1%
N#CC1(c2ccccc2)CCN(C2CC(=O)N(c3ccc4c(c3)OCO4)C2=O)CC1 (centres undefined)	2%	-2	4%	0.5	9%[57.1 µM]	10%	-1%	-9%
CCN(CC)S(=O)(=O)c1ccc(C)c(NCC(=O)Nc2ccc(C#N)c(Cl)c2)c1	-3%	2	-15%	1.2	2%	-7%	0%	-6%
N#CC1c2ccccc2-n2nncc2CN1C(=O)c1ccccc1F (centres undefined)	-3%	-8	19%	-1.0	16%	6%	x	-1%
